# Source: PubChem (National Center for Advancing Translational Sciences (NCATS))
# HCMV inh = human cytomegalovirus inhibition | HFF cells, HCMV-luciferase reporter, 72 h; hits give low values | 410,000 tested, 4.5% active | activity change, negative = inhibition, % at 57.5 µM; in the data active means activity change below about -60%; inconclusive means no clear call, values can overlap the other calls; inactive means above about -39%
#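 Cell-based, HFFs, 1000 cells/well, 16 h 37C; cpds in DMSO + HCMV-luc, MOI 1 PFU/cell; 72 h 37C; OneGlo luminescence after 5 min RT; norm. to buffer vs Salinomycin 10uM.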
# AMA1-RON2 inh = inhibitors of Plasmodium falciparum AMA1-RON2 interaction | AlphaScreen AMA1-biotinylated RON2 peptide binding | Potency, µM (top dose mostly 58.2 µM), for the others: top-dose activity change, negative = inhibition, actives largely listed as inhibitors | 360,000 tested, 0.2% active | AID 720542; active means well fitted inhibition curve with a large enough effect; inconclusive means small, poorly fitted or top-dose-only effect; inactive means no such curve, though single readings can be large or run the other way;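 further: potency means the concentration at half of the fitted maximal effect; 0% = vehicle wells and -100% = peptide control; nearly all actives have a fitted effect of over 45% in size; some results filed as inactive show a strong effect at the top dose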
#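 AMA1 (3D7) with his tag at 25 nM final met compounds first, then biotinylated RON2 peptide at 25 nM; detection used donor plus acceptor beads, 10 µg/mL apiece, read by AlphaScreen after 30 min at room temperature.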
# Active calls of the source: *; ? = inconclusive; [ ] = another dose, or the depositor's remark. Unless noted, on the % scale 0 is the no-effect control and ±100 the full control effect. A portion of the library. The share of hits here may be higher or lower than overall.
# The line under a structure holds: HCMV inh | AMA1-RON2 inh
Cc1cnc(-c2nc3ccccc3n2C(C(=O)NC(C)(C)C)c2ccccc2)cn1 (centres undefined)
→ ? | 10%
Cc1c(C(=O)NCc2ccccc2C(F)(F)F)sc(=O)n1Cc1ccc(F)cc1
→ -28 | 3%
COc1cc2cncc(Cc3ccccc3)c2cc1O
→ -34 | 14%
COC(=O)C[C@H]1CC[C@H](NS(=O)(=O)c2cn(C)cn2)[C@@H](CO)O1
→ -10 | 15%
CCOC(=O)C1=CCN(S(=O)(=O)c2ccccc2C(=O)OC)C1c1ccc(Cl)cc1 (centres undefined)
→ -24 | 6%
CCc1cc(CNC(=O)c2cccc(OC3CCN(S(C)(=O)=O)CC3)c2)on1
→ -38 | -1%
NC(=O)N1CCN(CCCN2c3ccccc3Sc3cc(Cl)ccc32)CC1
→ -17 | ?
CC1(C)COC(c2ccc3c(c2)OCO3)OC1
→ -9 | 6%
Nc1ncnc2c1ncn2[C@@H]1O[C@H](C(=O)NS(=O)(=O)c2cccc(F)c2)[C@@H](O)[C@H]1O
→ -29 | 2%
Nc1cc(Cc2ccccc2)ccc1O
→ ? | -16%
COc1cccc(-c2c(-c3ccccc3OC)ncn2Cc2cccc(-c3ccccc3)c2)c1
→ ? | -25%
CCC(=O)N1CCC1(C)C(=O)Nc1ccc(F)cc1 (centres undefined)
→ 7 | 16%
CN(Cc1ccccc1)C(=O)[C@@H]1CCCN1
→ 6 | 1%
O=C(N/N=C/c1ccc(Cl)c([N+](=O)[O-])c1)c1ccc2c(c1)OCCO2
→ -30 | 19%
Fc1ccccc1CNc1nc(NCC2CC2)nc2ccsc12
→ -87* | -21%

# 5 entries from above, sorted by heavy-atom count, smallest number first.
# The line under a structure holds: HCMV inh | AMA1-RON2 inh
CN(Cc1ccccc1)C(=O)[C@@H]1CCCN1
→ 6 | 1%
CC1(C)COC(c2ccc3c(c2)OCO3)OC1
→ -9 | 6%
COC(=O)C[C@H]1CC[C@H](NS(=O)(=O)c2cn(C)cn2)[C@@H](CO)O1
→ -10 | 15%
NC(=O)N1CCN(CCCN2c3ccccc3Sc3cc(Cl)ccc32)CC1
→ -17 | ?
COc1cccc(-c2c(-c3ccccc3OC)ncn2Cc2cccc(-c3ccccc3)c2)c1
→ ? | -25%

# Following part:
# The line under a structure holds: HCMV inh | AMA1-RON2 inh
Nc1nc(SCc2ccccc2[N+](=O)[O-])c2ncn(Cc3ccccc3)c2n1
→ 3 | -12%
Cc1nn(C)c(C)c1/C=C/C(=O)c1cccs1
→ 16 | ?
Cc1noc(C)c1C(=O)N1CCC1(C)C(=O)NS(=O)(=O)c1ccc(C#N)cc1 (centres undefined)
→ -13 | 1%
CN1C(=O)C[N+]([O-])=C(c2ccccc2)c2cc(Cl)ccc21
→ 5 | 27%
O=C(O)CSC1CC(=O)N(c2ccc(F)cc2)C1=O (centres undefined)
→ 8 | -10%
COC(=O)C[C@@H]1C[C@@H]2c3cc(NC(=O)Cc4ccncc4)ccc3O[C@@H]2[C@@H](CO)O1
→ 12 | -4%
COc1cccc(OC)c1C(=O)NCCc1ccccc1
→ 18 | -11%
CCCCCCCCCc1conc1C(=O)/C=C/c1ccco1
→ -4 | -2%
O=C(NCCCCc1ccccc1)c1cccc(NC(=O)C2CCC2)c1
→ 11 | 5%
CCCCNC(=O)C1(C)CCCCN1C(=O)c1cc(C)n(C(C)(C)C)n1 (centres undefined)
→ -14 | 0%
OCCCNc1ncnc2[nH]ncc12
→ -3 | 3%
Cc1nn(CC(=O)Nc2cccc(O)c2)c(=O)c2ccccc12
→ 0 | -2%
COc1ccc(CCNC(=O)C2CC2)cc1
→ -17 | 10%
CCN(C(=O)COC(=O)CSc1ccc(C)cc1C)c1c(N)n(Cc2ccccc2)c(=O)[nH]c1=O
→ 0 | -1%
Fc1cccc(F)c1[B-](F)(F)F
→ -4 | 0%
CSCCC(NC(=O)OCc1ccccc1)NC(=O)OCc1ccccc1
→ 40 | -8%
CCC(=O)N1Cc2cc(C(=O)Nc3nccs3)nc(-c3cccc(-c4ccccc4OC)c3)c2[C@H]1CCO
→ -33 | 86%[activator]
CCc1nc2ccc(C(=O)N3CCN(C)CC3)cn2c1N(C)CCC(C)C
→ ? | 0%
Cc1cccc(S(=O)(=O)N(C)C[C@H]2OCc3cn(nn3)CCCC(=O)N([C@@H](C)CO)C[C@@H]2C)c1
→ -3 | 0%
O=C1CC(N2CCN(c3ccccc3F)CC2)C(=O)N1c1ccc(F)cc1 (centres undefined)
→ 8 | -19%
COc1ccc(-c2nnc(SC)nc2-c2ccc(OC)c([N+](=O)[O-])c2)cc1[N+](=O)[O-]
→ ? | 35%
COC(=O)C1=CO[C@@H](C)[C@H]2CN3CC[C@]4(C(=O)Nc5ccccc54)[C@@H]3C[C@H]12
→ 21 | 8%
O=C1C2CC=CCC2C(=O)N1c1nccs1 (centres undefined)
→ 3 | -4%
S=C(NCCc1ccccc1)N1Cc2cc(Br)ccc2-n2nncc2C1
→ -14 | -2%
COc1ccc(-c2csc(C(C)(O)c3ccccc3)n2)cn1 (centres undefined)
→ 0 | -7%
CC(=O)c1cccc(-c2ccnc3c2CC(C(=O)Nc2ccc(C(C)C)cc2)O3)c1 (centres undefined)
→ -82* | -9%
CCN1C(=N)N(c2ccccc2)C(=O)C(CC)(CC)C1=O
→ -17 | 3%
O=C(NCc1ccccc1)C(c1ccc(C(F)(F)F)cc1)n1c(=O)c(-c2cc3ccccc3[nH]2)nc2ccccc21 (centres undefined)
→ 17 | 48%[activator]
Cc1ccc([N+](=O)[O-])c(NC(=O)COC(=O)CCNS(=O)(=O)c2cccs2)c1C
→ -22 | 2%
COc1cc(NCCCn2cnc3c(OCc4ccccc4)ncnc32)cc(OC)c1OC
→ 27 | -15%
CC1=C(C(=O)N2CCOCC2)CC(CC(=O)NCCCN(C)C)C(=O)N1CCC1=CCCCC1 (centres undefined)
→ -9 | 2%
COc1cc2c(c(OC)c1OC)-c1ccc(O)cc1C(NC(C)=O)CC2 (centres undefined)
→ -95* | 1%
CC1CC(C)(C)CC2(C1)NC(=O)N(CC(=O)Nc1cc(C(F)(F)F)ccc1N1CCCCC1)C2=O (centres undefined)
→ 0 | 79%[activator]
CC1(C(=O)NS(=O)(=O)c2ccccc2)CCN1C(=O)CC(c1ccccc1)c1ccccc1 (centres undefined)
→ -13 | -3%
CCOC(=O)Nc1cccc2c1-c1ccc([N+](=O)[O-])cc1C2=O
→ 5 | -14%
COc1ccc(-c2nn(-c3ccccc3)cc2CNC[C@H]2O[C@@H](n3cnc4c(=O)[nH]c(N)nc43)[C@H](O)[C@@H]2O)cc1
→ -12 | -6%
COc1cccc(C(=O)C(=O)c2cccc(OC)c2OC)c1OC
→ -3 | -5%
CC1(C)COC(=S)N1CCC#N
→ -37 | -10%
Oc1cccc2oc(=S)[nH]c12
→ -30 | 5%
CC1(C(=O)NS(=O)(=O)c2cccs2)CCN1C(=O)C1CCCCC1 (centres undefined)
→ 28 | -11%
Nc1nnc(C(=O)c2ccccc2N)s1
→ 116 | 37%[activator]
CCOC(=O)c1ccc(NC(=O)c2ncn3c2C(=O)NC[C@H]3C)cc1
→ -31 | 114%[activator]
CC12CCC(C)(O1)C1C(=O)N(c3nccs3)C(=O)C12 (centres undefined)
→ 26 | 3%
COC(=O)[C@@]12C[C@@H](CC(=O)NCC3CCCCC3)C(=O)N(Cc3ccccc3)C1=CCC(C)(C)C2
→ -26 | -1%
CC(C)CC1C(=O)N(Cc2cn(CCC3OCCCO3)nn2)CCS(=O)(=O)N1Cc1ccc(-c2ccc(Cl)cc2)cc1 (centres undefined)
→ -30 | -2%
Cc1cc(C(=O)Nc2ccncc2)c(C)o1
→ -22 | -10%
CC(C)(C)n1nnnc1C(C1CC1)N1CCC2(CC1)C(=O)NCN2c1ccccc1 (centres undefined)
→ -16 | -8%
O=C(CSc1nnc(NC(=O)c2ccccc2[N+](=O)[O-])s1)NC1CCCC1
→ 55 | -1%
O=c1ccn(Cc2ccccc2)c(SCc2ccccc2)n1
→ -7 | 4%
CC(C)CNc1ncnc2c1ncn2[C@H]1CN(Cc2ccc(C(=O)O)cc2)C[C@@H](CO)O1
→ 22 | 10%
O=C(Nc1cccc(Cl)c1)C1CC1c1ccccc1 (centres undefined)
→ 19 | 2%
COc1ccccc1N1CCN(C(=O)C(=O)c2cccc([N+](=O)[O-])c2)CC1
→ -5 | -12%
CCN(c1ccccc1)S(=O)(=O)c1ccc(C(=O)NCC(c2ccccc2OC)N2CCCC2)cc1 (centres undefined)
→ -8 | 0%[11.6 µM]
CCc1nc2ccc(C(=O)Nc3cccc(OC)c3)cn2c1N(C)CCCc1ccccc1
→ 0 | -8%
CN(C)C(=S)Oc1ccccc1C1(C)OCCO1
→ 11 | 4%
O=C(NCC1CC1)c1csc([C@@H]2O[C@H](CO)[C@H](O)[C@H](O)[C@H]2O)n1
→ 30 | 1%
O=C(Nc1nnc([C@H]2C[C@H](O)[C@@H](CO)O2)s1)c1ccc(Oc2ccccc2)cc1
→ 34 | -2%
CN1C(=O)CON=C1c1cccc2ccccc12
→ 28 | -3%
O=C(CSc1nc2ccccc2c(=O)n1-c1ccccc1)Nc1ccc2c(c1)CCC2
→ ? | 11%
Cc1ccc(NC(=O)c2ncn(CCCNCc3ccccc3)n2)cc1C
→ ? | 1%

# (continued)
# The line under a structure holds: HCMV inh | AMA1-RON2 inh
COc1ccc([C@H]2CC(=O)C[C@@H](CCn3cc(-c4ccncc4)nn3)O2)cc1
→ -10 | 1%
COc1ccc(OC)c(-c2cc(C(=O)Nc3ccccc3C(N)=O)c3ccccc3n2)c1
→ 10 | -1%
O=C(Nc1ccc(S(=O)(=O)N2CCCC2)cc1)C1CC(=O)N(CCc2ccccc2)C1 (centres undefined)
→ -11 | 1%
COc1ccc(Cl)cc1Nc1nc(Cl)nc(NCCO)n1
→ 9 | 11%
CC(C)(C)Cc1c(-c2ccco2)nc2ccc(Cl)cn12
→ 22 | -6%
CC(=O)NCCc1ccc(S(=O)(=O)Nc2ccc3c(c2)OCCO3)cc1
→ -64* | -7%
O=C1NC[C@@H](CCCCN2C[C@H](Cc3ccc(O)cc3)N(CCC3CCCCC3)C(=O)C2=O)N(Cc2ccccc2)C1=O
→ -35 | -10%
Cc1cc(NC(=O)CS(=O)(=O)c2cn(Cc3cccc(Cl)c3)c3ccccc23)no1
→ -23 | -10%
CC1(C)ON=C(c2cccc(F)c2)NC1=O
→ -33 | 6%
CCOc1ccc2nc(NC(=O)c3ccc(C)o3)sc2c1
→ 48 | -14%
N/C(=N\NS(=O)(=O)c1ccccc1)c1ccccn1
→ -19 | 89%[activator]
COCCn1c(SCC(=O)N2CCCC2=O)nnc1-c1ccncc1
→ -20 | -1%
C[C@H](CO)N1C[C@H](C)[C@@H](CN(C)Cc2ccc(C(F)(F)F)cc2)OCc2cnnn2CCCC1=O
→ 9 | 5%
Cc1cc(C)cc(NC(=O)c2cccc(NC(=O)c3ccco3)c2)c1
→ 11 | ?
CC1(C(=O)NS(=O)(=O)C2CC2)CCCN(C(=O)c2cccc(C(F)(F)F)c2)C1 (centres undefined)
→ ? | -2%

# Structural class, the entries above with a cyano group.
# The line under a structure holds: HCMV inh | AMA1-RON2 inh
Cc1noc(C)c1C(=O)N1CCC1(C)C(=O)NS(=O)(=O)c1ccc(C#N)cc1 (centres undefined)
→ -13 | 1%
CC1(C)COC(=S)N1CCC#N
→ -37 | -10%

# Further compounds.
# The line under a structure holds: HCMV inh | AMA1-RON2 inh
COC(=O)[C@@](C)(O)C1(C(=O)SC(C)(C)C)CC1
→ -3 | 32%[activator]
Clc1cccc(OCCOCCN2CCNCC2)c1Cl
→ 16 | -1%
COc1ccc(C(C)=O)cc1Cn1c(C)c(C(=O)NCc2cccc(C)c2)sc1=O
→ -10 | 3%
COc1ccc(-c2cc(C(=O)N/N=C/c3cccnc3)c3ccccc3n2)c(OC)c1
→ -24 | 5%
CN1CCC(N2CCN(C3CN(Cc4ccccc4)S(=O)(=O)C3)CC2)CC1 (centres undefined)
→ -22 | -2%
Cc1ccc(S(=O)(=O)Oc2ccccc2-c2ccccc2)cc1
→ 23 | 22%
COc1cc2oc(=O)cc(CN3CCN(c4ccccc4OC)CC3)c2cc1Cl
→ -12 | -3%
CN(C(=O)c1cccc(NC(=O)Cc2ccc(NC(=O)C3CCN(C(=O)CCc4ccccc4)CC3)cc2)c1)C1CCC1
→ -8 | -8%
COc1ccc(CNC(=O)C2Cc3c(-c4ccc5c(c4)OCO5)ccnc3O2)cc1OC (centres undefined)
→ -27 | -13%
O=C(NCCc1ccc(Cl)cc1)c1cccc(S(=O)(=O)N2CCCC2)c1
→ 5 | 9%
CC(C)(C)n1nnnc1C(c1ccccc1)N1CCN(c2ccc(C(F)(F)F)cn2)CC1 (centres undefined)
→ -20 | -12%
C[C@H]1CN([C@@H](C)CO)S(=O)(=O)c2ccc(C#CC3(O)CCCC3)cc2O[C@@H]1CN(C)C(=O)Cc1cccnc1
→ -11 | 10%
CC(=O)c1cccc(-c2ccnc3c2CC(C(=O)NCCC(F)(F)F)O3)c1 (centres undefined)
→ 72 | -3%
